Screening data from PubChem.
Apaf1 inhib: inhibitors of human Apaf-1 apoptosome; reconstituted apoptosome caspase-3 activity, DEVD-Rh110 fluorescence; inhibition, % at 20 µM; 0.71% of 330,000 active; active = inhibition of at least 40% at 20 µM;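 also: plate controls were DMSO wells for no effect and DEVD-CHO caspase inhibitor wells for full effect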
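Material: biochemical Apaf-1 apoptosome reconstitution. Medium: Hepes buffer, pH 7.5. Also added: cytochrome c activation, bis-DEVD rhodamine 110 substrate. Timing: 30 min compound preincubation, 50 min activation, room temperature. Measured by: rhodamine 110 fluorescence at Ex 480/Em 540 nm.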
Jurkat NFkB inh: inhibitors of the PMA/ionomycin-induced NF-kB reporter in Jurkat cells; PMA/ionomycin-induced NF-kB luciferase reporter, luminescence; inhibition, % at 4 µM; 0.53% of 330,000 active
SENP8 block: blocks the human protease SENP8; 1.2% of 330,000 active; Q96LD8; purified SENP8, Z-RLRGG-aminoluciferin cleavage, luminescence; inhibition, % at 10 µM
Target sequence (Q96LD8 whole entry, looked up): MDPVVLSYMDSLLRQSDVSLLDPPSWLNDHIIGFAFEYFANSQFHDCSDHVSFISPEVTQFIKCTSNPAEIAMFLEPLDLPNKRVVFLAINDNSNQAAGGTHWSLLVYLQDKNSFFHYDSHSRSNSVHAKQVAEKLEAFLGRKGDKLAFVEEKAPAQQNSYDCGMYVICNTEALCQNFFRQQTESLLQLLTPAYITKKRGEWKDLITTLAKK
CCR6 antagonist: CCR6 (human) receptor antagonism; CHO-K1 CCR6 PathHunter beta-arrestin, luminescence, CCL20-stimulated; 0.49% of 340,000 active; P51684; inhibition, % at 20 µM;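 active = compounds whose inhibition of the agonist-driven luminescence signal at 20 µM reaches about 50%, limit read from the data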;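 also: cells stimulated with CCL20 at 14 nM final; plate controls were DMSO with CCL20 for no effect and DMSO without agonist for full effect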
Target sequence (P51684 whole entry, looked up): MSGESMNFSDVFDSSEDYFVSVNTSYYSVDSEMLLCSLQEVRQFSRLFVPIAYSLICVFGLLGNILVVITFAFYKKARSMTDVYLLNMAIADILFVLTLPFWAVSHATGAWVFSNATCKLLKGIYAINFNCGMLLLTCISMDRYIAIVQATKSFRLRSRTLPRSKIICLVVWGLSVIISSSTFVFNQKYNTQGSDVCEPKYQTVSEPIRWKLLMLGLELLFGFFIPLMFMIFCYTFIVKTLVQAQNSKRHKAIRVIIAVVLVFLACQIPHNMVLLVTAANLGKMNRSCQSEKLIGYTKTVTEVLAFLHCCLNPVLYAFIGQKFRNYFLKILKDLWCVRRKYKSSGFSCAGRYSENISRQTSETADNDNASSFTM
EBI2 block: EBI2 (human) antagonism. P32249. EBI2 beta-arrestin recruitment, luminescence, 7a,25-OHC stimulated. inhibition, % at 5 µM. 0.81% of 360,000 active. AID 651636; in the data active = inhibition above about 38%;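 also: enzyme fragment complementation signal reports receptor beta-arrestin coupling in cells; 0% = agonist plus DMSO wells and 100% = wells without agonist; some results beyond the cut were filed as inactive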
UBC13 inh: inhibitors of human UBC13 polyubiquitin chain formation; inhibition, % at 20 µM; P61088; TR-FRET; 0.47% of 330,000 active; in the data active = inhibition above about 45%, passing the limit was not always enough
Target sequence (P61088 whole entry, looked up): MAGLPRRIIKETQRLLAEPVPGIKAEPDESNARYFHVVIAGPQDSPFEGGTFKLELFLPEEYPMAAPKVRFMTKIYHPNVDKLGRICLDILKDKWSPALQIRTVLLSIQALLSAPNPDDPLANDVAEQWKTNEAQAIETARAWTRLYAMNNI
Gli-Sufu antag: blocks Gli-Sufu signaling in a luciferase reporter; Sufu-KO-LIGHT fibroblasts, Gli luciferase reporter luminescence; inhibition, % at 5 µM; 0.74% of 340,000 active; AID 588413;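 active = inhibition above about 55%, limit read from the data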;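 also: 0% = DMSO-treated cells and 100% = wells with medium but no cells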
697 NFkB inh: inhibitors of the PMA/ionomycin-induced NF-kB reporter in 697 B cells | 697 B-cell NF-kB luciferase reporter, 16 h | inhibition, % at 4 µM | 0.33% of 330,000 active | AID 435022; in the data active = inhibition above about 35%
* marks the source's active call; other numbers are inactive results; nt = no result given. Rule as the data show it, unless noted: active = inhibition above about 50%; inactive = the rest.

SMILES	Apaf1 inhib	Jurkat NFkB inh	SENP8 block	CCR6 antagonist	EBI2 block	UBC13 inh	Gli-Sufu antag	697 NFkB inh
CCCCOc1ccc(NC2=NC3(CCCC3)N=C(N)N2)cc1	5.1	40.1	-9.5	10.0	2.6	9.6	2.4	-5.7
CSc1nnc2c(n1)OC(c1cn(C)c3ccccc13)N(C(C)=O)c1ccccc1-2 (stereo not drawn)	5.6	-4.1	0.0	-5.5	nt	6.1	-3.2	5.0
COC(=O)CSc1cc(C(=O)c2nccn2C)c2ccccc2n1	2.1	-4.5	-0.2	14.0	3.1	-7.4	7.9	1.4
O=c1[nH]c(-c2ccncc2)nc2ccccc12	-2.7	10.2	-2.2	1.6	5.7	3.8	-5.8	16.3
CCOc1ccc(S(=O)(=O)Nc2cc(Cl)ccc2O)cc1	8.7	15.1	3.3	1.3	3.4	-5.3	5.8	-4.4
C#Cc1ccc([C@@H]2C=C(C(=O)NC3CC3)O[C@H](OCCCCO)C2)cc1	8.4	-16.2	-5.8	1.3	3.1	-3.0	8.5	-14.3
Cc1ccc(C(=O)N2CCN(c3ccc([N+](=O)[O-])cc3-n3cccc3)CC2)cc1	22.0	-1.3	-8.8	16.7	19.0	-16.1	8.1	-24.9
CSC1=NC(C)(C)C=C(/C=C/c2ccc(Cl)cc2Cl)N1	11.8	-22.2	1.2	16.5	14.9	-1.7	9.5	-9.2
Cc1ccc(C(C(=O)NCc2ccccc2)N(Cc2cccs2)C(=O)c2ccc3c(c2)OCCO3)cc1 (stereo not drawn)	22.4	4.6	0.4	14.5	-14.8	-8.8	31.0	-1.7
O=C(CNC(=O)c1ccco1)NCC(=O)OCc1ccc(F)cc1	7.1	19.6	4.9	3.4	-6.3	4.1	0.7	14.7

Three compounds from above, arranged by the number in EBI2 block, highest first.
SMILES	Jurkat NFkB inh	CCR6 antagonist	EBI2 block	UBC13 inh	697 NFkB inh
CCOc1ccc(S(=O)(=O)Nc2cc(Cl)ccc2O)cc1	15.1	1.3	3.4	-5.3	-4.4
C#Cc1ccc([C@@H]2C=C(C(=O)NC3CC3)O[C@H](OCCCCO)C2)cc1	-16.2	1.3	3.1	-3.0	-14.3
Cc1ccc(C(C(=O)NCc2ccccc2)N(Cc2cccs2)C(=O)c2ccc3c(c2)OCCO3)cc1 (stereo not drawn)	4.6	14.5	-14.8	-8.8	-1.7

Continuation.
SMILES	Apaf1 inhib	Jurkat NFkB inh	SENP8 block	CCR6 antagonist	EBI2 block	UBC13 inh	Gli-Sufu antag	697 NFkB inh
NC(=O)C1(N2CCCCC2)CCN(CC(=O)Nc2ccccc2-c2ccccc2)CC1	6.7	2.6	-6.3	1.3	-8.8	-7.0	-5.5	-8.9
Cc1cccc(NC(=O)c2c(O)c3ccccc3[nH]c2=O)c1	2.1	-88.3	-9.2	5.7	-8.2	4.8	-99.7	-115.0
Cc1cc(C)c(C(=O)COC(=O)c2cc([N+](=O)[O-])ccc2N2CCOCC2)cc1C	-9.8	11.0	2.0	12.9	39.5	-2.8	-3.8	-19.6
O=C(Nc1cc(Cl)ccc1O)c1cc(-c2ccco2)on1	3.3	-44.9	-1.8	5.2	7.1	-6.1	6.1	-88.3
Cc1onc(-c2c(Cl)cccc2Cl)c1C(=O)NCc1ccc(S(N)(=O)=O)cc1	6.6	-6.5	-1.0	5.8	-2.5	-16.3	-4.6	-29.1
COc1ccc(NS(=O)(=O)c2cccc(C(=O)NC3CCC(O)CC3)c2)cc1 (stereo not drawn)	9.5	20.5	1.0	4.2	-1.2	-2.5	7.5	14.4
Cc1cc(NC(=O)c2ccccc2)nc2c1c(=O)oc1ccccc12	7.5	-6.2	2.9	1.4	3.9	29.5	2.2	35.0*
Cc1ccc(S(=O)(=O)Oc2ccc3ccc(O)cc3c2)cc1	-1.4	-1.5	10.1	-12.9	-11.5	-1.7	-3.5	14.8
O=C(NCCCn1ccnc1)/C(=C/c1ccc(F)cc1)NC(=O)c1ccccc1	-5.8	10.4	1.1	11.3	-0.6	-5.2	3.4	1.7
COc1cccc(-c2noc(C3CCCN(C(=O)c4cccc(F)c4)C3)n2)c1 (stereo not drawn)	12.2	-22.0	19.8	18.4	-6.1	-8.1	-2.8	-21.8
O=C(NC1CCCCCC1)C1c2ccccc2C(=O)N1Cc1cccnc1 (stereo not drawn)	-7.2	6.5	-6.3	-12.7	3.1	-2.0	6.2	-0.5
O=C(CSc1nnc2ccc(-c3ccncc3)nn12)c1cccs1	-3.2	2.5	-5.7	0.4	4.2	-13.0	-5.2	-8.7
Cc1cccc(C)c1NC(=O)CN1C(=O)C2CC=CCC2C1=O (stereo not drawn)	-6.9	14.8	-7.3	0.6	-3.7	3.6	-32.6	4.0
CCOC(=O)C1CCN(C(=O)c2ccc3c(=O)n4nc(Nc5cc(C)ccc5C)sc4nc3c2)CC1	24.8	-16.9	-4.5	18.0	12.7	-5.3	3.0	-25.8
CCCCN=C1NC(=O)C(CC(=O)NCCc2ccc(OC)cc2)S1 (stereo not drawn)	-3.5	6.2	3.0	9.7	-19.5	2.0	-0.1	8.8
CC(C)Oc1cccc(C(=O)C2CCCN(Cc3ccc4nonc4c3)C2)c1 (stereo not drawn)	16.9	-0.8	-8.5	17.0	-1.0	7.4	-8.0	-2.5
COC(=O)C1CN(C(=O)C(C)Oc2ccc(C)c(C)c2)c2ccccc2O1 (stereo not drawn)	11.3	-3.3	3.8	14.7	-1.5	-5.3	-6.9	-0.8
CCc1ccccc1NC(=S)NCc1cccn1C	3.0	-12.1	-7.5	6.1	0.9	-15.0	-5.7	-2.1
CC(C)CNc1nc(S(=O)(=O)c2ccccc2)c(Cl)s1	5.8	2.5	7.4	1.8	7.3	-2.4	-2.5	-5.1
Cc1c(Cl)cn2c(=O)cc(CN3CCN(c4ccccc4)CC3)nc2c1Cl	17.6	1.5	0.8	8.0	-2.3	-7.1	3.9	9.9

Copied from the list.
For SENP8 block, CCc1ccccc1NC(=S)NCc1cccn1C shows -7.5
For Apaf1 inhib, CC(C)Oc1cccc(C(=O)C2CCCN(Cc3ccc4nonc4c3)C2)c1 (stereo not drawn) shows 16.9

(continued)
SMILES	Apaf1 inhib	Jurkat NFkB inh	SENP8 block	CCR6 antagonist	EBI2 block	UBC13 inh	Gli-Sufu antag	697 NFkB inh
C=CCc1cc(Cl)ccc1OCCNCCN1CCOCC1	-30.6	7.5	0.0	-4.7	-1.8	19.5	13.0	-14.8
c1ccc(-c2noc(-c3ccco3)n2)nc1	-7.6	-64.8	42.1	5.6	1.1	1.1	-51.0	-78.6
CC(=O)c1ccc(NC(=O)N[C@@H](Cc2ccccc2)C(=O)O)cc1	-13.5	5.2	4.7	12.9	-0.2	3.2	-2.2	11.1
CCOC(=O)C1=C(C)N=c2s/c(=C/c3cccc([N+](=O)[O-])c3O)c(=O)n2C1c1cc(OC)c(OC)c(OC)c1 (stereo not drawn)	17.4	4.2	6.2	54.7*	-0.8	-143.4	20.1	10.3
CCOc1ccc(N2C(=O)CSC2=NC#N)cc1	6.6	-15.3	-7.4	-0.8	2.4	-6.3	0.2	10.9
CCCC12CN3CC(C)(CN(C1)C31C(=O)Nc3ccc(C)cc31)C2=O (stereo not drawn)	-20.0	3.5	-3.3	5.9	-2.3	-4.8	3.3	1.3
Cc1ccccc1NC(=S)N(CCN(C)C)C(C)c1ccco1 (stereo not drawn)	16.6	-21.8	-10.4	-5.0	-9.7	-3.0	0.3	-16.5
O=C1CCCC(O)=C1N=Nc1ccc2c(c1)OCO2	2.8	-50.9	-0.1	19.7	-3.3	-181.4	-27.1	-42.0
CNC(=O)c1c(NC(=O)C(C)C)sc2c1CCC2	-20.7	12.8	4.5	8.3	3.5	19.5	7.9	15.5
COc1cccc(OC2OC3COC(C)(C)OC3C(O)C2NC(C)=O)c1 (stereo not drawn)	-27.2	11.1	2.9	-4.5	-7.5	3.7	-5.6	8.1
O=C(NCc1ccco1)c1cc(C(=O)C2CC2)c[nH]1	-0.9	5.6	5.2	-3.4	-6.3	5.8	3.7	24.9
CC(C)(CN1CCN(Cc2ccccc2)CC1)NS(=O)(=O)c1ccccc1	-3.3	-3.5	-2.8	18.9	-13.2	3.1	2.0	-18.5
Cc1ccnc(SCCn2c(N3CCN(C)CC3)nc3c2c(=O)n(C)c(=O)n3C)n1	-19.6	11.9	9.5	-1.4	1.6	5.4	7.3	19.6
CSc1ccn(CCC(=O)O)c(=O)n1	1.7	-5.1	-8.2	-11.7	4.0	-17.1	-1.5	-41.4
COC(=O)C1=C(C)N(Cc2ccccc2)C(=NCCCOC(C)C)N[C@H]1c1ccccc1	32.0	-6.1	-8.1	12.1	0.4	22.3	25.9	-1.0
Clc1ccc(CNCc2cccs2)c(Cl)c1	1.5	6.1	-21.8	12.6	-4.2	-5.8	-4.8	-11.7
CCN(CC)C(=O)c1ccc(-c2cccs2)s1	4.3	-57.9	-12.3	11.9	3.9	-9.9	0.9	-91.3
Cc1ccccc1N(CC(=O)Nc1ccc(F)cc1)S(C)(=O)=O	3.0	0.8	2.3	6.3	-3.0	1.9	-6.4	-1.5
C=C(C)C1CC=C(C)/C(=N/NC(=O)COc2cccc3ccccc23)C1 (stereo not drawn)	11.1	-9.0	-0.4	4.7	3.3	-0.6	-11.2	6.6
CCOc1ccc2nc(NC(=O)NC3CCCCC3)sc2c1	2.6	-53.7	-1.6	-10.5	15.1	5.5	-28.2	-22.5
COc1ccccc1NC(=O)CN1CCN(CC(=O)Nc2ccc(F)cc2F)CC1	5.5	-22.5	-2.4	-1.9	2.3	15.5	-1.4	-18.6
N#Cc1ccc(-c2cccnc2)nc1SCC(N)=O	-20.0	-6.8	4.7	-3.2	4.7	5.2	3.5	3.6
Cc1ccc(C(c2nnnn2CC2CCCO2)N2CCN(Cc3ccccc3)CC2)cc1 (stereo not drawn)	-5.0	-11.9	3.3	12.1	0.1	3.8	16.3	11.2
Cc1ccccc1C(=O)NC(=S)NC1CCS(=O)(=O)C1 (stereo not drawn)	-3.1	2.5	-2.1	-4.0	-8.4	8.3	5.9	9.5
Cc1nc2nc(-c3ccccc3)[nH]n2c(=O)c1C	-21.0	-1.0	-3.8	0.7	-6.9	0.9	-6.8	-10.5
CCN(CC1CCCN(CCc2cccc(OC)c2)C1)C(=O)c1ccc(COC)o1 (stereo not drawn)	13.9	-17.9	0.9	4.5	-4.6	-4.1	26.0	0.2
CCNC(=O)C1CC(=O)N(Cc2ccc3c(c2)OCO3)C(=Nc2ccc(F)cc2)S1 (stereo not drawn)	6.9	-5.6	-7.5	11.9	7.9	0.7	3.4	-21.7
O=C(Nc1c2c(nn1-c1ccc(F)cc1)CS(=O)(=O)C2)C12CC3CC(CC(C3)C1)C2	-10.6	-3.3	-0.1	-5.1	0.5	5.3	20.1	14.5
COCCn1c(SCc2cc(C(C)=O)ccc2OC)nc2cc(Cl)ccc2c1=O	-1.8	31.3	1.2	-1.6	6.5	8.6	10.0	-1.9
Cn1c(=O)[nH]c(=O)c2c1nc(N1CCNCC1)n2Cc1ccccc1	-8.6	4.2	4.5	6.6	6.9	-8.5	26.1	4.2
O=C(CC1SC(=Nc2ccccc2)N(CCCCO)C1=O)NCc1ccccc1 (stereo not drawn)	6.6	-0.2	3.8	-0.1	8.3	11.1	1.8	16.4
Cc1ccc(-c2c3c(nc4sc(C(N)=O)c(N)c24)CCCC3)o1	11.4	-9.3	-6.1	-37.1	2.2	-8.7	-7.0	-10.9
COCc1nnc(NC(=O)CS(=O)(=O)c2ccc(C)cc2)s1	-1.2	-7.3	-8.9	7.8	-2.2	-6.8	-24.5	5.8
CCCN(CCC(=O)Nc1cc(OC)cc(OC)c1)CC1CC1	-3.2	-9.9	-1.4	-5.1	1.5	1.8	6.8	-12.9
CN(C)/C=C/C(=O)/C=C/c1ccc(Cl)cc1	-1.1	-52.8	-1.1	10.7	9.0	-2.4	-41.1	-22.7
Fc1ccc(CNC(=S)Nc2ccc(Cl)cc2Cl)cc1	-5.1	4.0	-2.2	-7.2	-9.6	0.0	-5.8	3.2
COc1ccc(C)cc1NC(=O)C(Sc1nnc2ccccn12)c1ccccc1 (stereo not drawn)	1.0	-0.4	-2.6	-9.9	11.1	7.1	-4.7	-18.5

Some of the compounds tested. The share of hits here may be higher or lower than overall.
